C2C12 statin – suppressors of simvastatin-induced myotoxicity in C2C12 myotubes. actives 0.78% (n = 330,000). rescue of ATP level, % at 7.49 µM. ATP luminescence, 48 h; scaled: DMSO 0, geranylgeraniol control 100;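 active means mean ATP rescue above about 67%, or every replicate alone reaching that limit, limit read from the data, passing the limit was not always enough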;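 further: myotubes were challenged with 10 µM simvastatin during compound exposure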
PglD inh – PglD (C. jejuni) enzyme inhibition | purified PglD enzyme, DTNB colorimetric CoA detection | inhibition, % at 12.5 µM | actives 0.098% (n = 360,000); in the data active means inhibition above about 16%, passing the limit was not always enough; further: strong numbers were not always called active
* marks the source's active call; other numbers are inactive results. These rows are one share of the data; rates above refer to the full screens.

Start of the data: the first 4 entries, to show the layout:
SMILES	C2C12 statin	PglD inh
CC1(C)Cc2ccccc2-c2nnc(-c3ccc4ccccc4n3)n21	2.0	-1.8
CCN(C(=O)Cn1c(=O)oc2ccccc21)c1cccc(C(F)(F)F)c1	17.6	2.6
Cc1ccnc(NS(=O)(=O)c2ccc(N=CC3=C(O)CC(C)(C)CC3=O)cc2)n1	-12.7	-2.9
CSCCC(NC(=O)COc1ccccc1)C(=O)N1CCN(c2ccccc2F)CC1 (stereo unspecified)	0.6	-10.0

This part in full (from the top)
SMILES	C2C12 statin	PglD inh
CC1(C)Cc2ccccc2-c2nnc(-c3ccc4ccccc4n3)n21	2.0	-1.8
CCN(C(=O)Cn1c(=O)oc2ccccc21)c1cccc(C(F)(F)F)c1	17.6	2.6
Cc1ccnc(NS(=O)(=O)c2ccc(N=CC3=C(O)CC(C)(C)CC3=O)cc2)n1	-12.7	-2.9
CSCCC(NC(=O)COc1ccccc1)C(=O)N1CCN(c2ccccc2F)CC1 (stereo unspecified)	0.6	-10.0
c1ccc(CCc2nn3c(Cn4nnc5ccccc54)nnc3s2)cc1	0.4	0.8
Cn1c(SCC(=O)c2ccccc2F)nnc1C1CC1	2.3	-2.4
COc1ccc(C(=O)Nc2cccc(/C(C)=N/NC(=O)c3ccc([N+](=O)[O-])c(C)c3)c2)cc1OC	-5.1	-1.9
COc1ccc(C(=O)Nc2ccc3c(c2)OCCO3)cc1	2.7	-4.6
Cc1cccc(NC(=O)C2CC(=O)OC23CCCC3)c1 (stereo unspecified)	-1.7	1.0
Cc1nc2ccc(NC(=O)N3CCOCC3)cc2s1	-7.8	1.4
COC1(OC)N=C(N)C2(C#N)C(c3ccc(C)cc3)C12C#N (stereo unspecified)	-25.9	1.2
Cc1c(C=O)c2ccccn2c1C(=O)c1ccncc1	6.5	3.1
Cc1sc(NC(=O)Cn2nc(C(F)(F)F)cc2C)c(C(=O)OC(C)C)c1C	-8.3	-2.4
CCOc1ccc(N2C(=O)CC(Sc3ncccn3)C2=O)cc1 (stereo unspecified)	-0.5	-3.1
Clc1ccc(OCCN2CCCCC2)cc1Cl	-4.3	1.0
CCC(C)Sc1ccc(-c2nc3ccc(C)cn3c2NCc2ccccc2)cc1OC (stereo unspecified)	-21.6	-3.1
CCOc1ccc(NC(=O)c2ccc(OC)cc2)cc1	-6.1	-6.7
O=C(CSc1ccsc1[N+](=O)[O-])N1CCN(c2ccc(Cl)cc2)CC1	2.4	3.7
CC(C)CNS(=O)(=O)c1ccccc1C(=O)N1CCCCC1	4.7	-1.9
CCOC(=O)CSc1nc2sc3c(c2c(=O)[nH]1)CC(C)(CC)OC3 (stereo unspecified)	-10.3	-0.4
Cc1ccc(NC(=O)CN(C)C(=O)CSc2n[nH]c(N)n2)cc1	38.5	0.8
COc1ccc(-n2c3c(cc(C(=O)NC4CCSC4=O)c2=O)C(=O)CC(C)(C)C3)cc1 (stereo unspecified)	-7.3	1.1
COc1ccc(-n2c(CNc3ccc(C)cc3)nnc2SCC(=O)Nc2nc(-c3ccccc3)cs2)cc1	-6.7	-2.7
Cc1cc(N2CCOCC2)nc2ccc(NC(=O)CCC(=O)N3CCCCC3)cc12	0.7	23.5*
CC/C(=N\NC(=O)c1ccc(-c2ccccc2)cc1)C12CC3CC(CC(C3)C1)C2	14.3	1.4

(continued)
SMILES	C2C12 statin	PglD inh
O=C(CN(Cc1ccc(F)cc1)C(=O)C1CSC(=O)C1)NC1CCCCC1 (stereo unspecified)	8.4	-6.5
CC[C@H](C)[C@H]1O[C@]2(CC[C@@H]1C)C[C@@H]1C[C@@H](CC=C(C)[C@@H](O[C@H]3C[C@H](OC)[C@@H](O[C@H]4C[C@H](OC)[C@@H](O)[C@H](C)O4)[C@H](C)O3)[C@@H](C)C=CC=C3CO[C@@H]4[C@H](O)C(C)=C[C@@H](C(=O)O1)[C@]34O)O2	-13.7	1.5
Cc1ccc(CN2CCN(/N=C/c3cc(Br)ccc3O)CC2)cc1	2.2	-0.5
COc1ccc(OC)c(NC(=O)c2nnn(CC(=O)Nc3ccc4c(c3)OCO4)c2N)c1	5.3	-4.4
C=C/C(C)=C/C[C@H]1C(=C)CCC2[C@](C)(C(=O)O)CCC[C@@]21C (stereo partly specified)	6.8	-5.6
O=C(CNS(=O)(=O)c1ccc2ccccc2c1)OCC(=O)c1ccc(Br)s1	17.5	-2.8
COc1ccccc1NC1=C(Cl)C(=O)N(C2CCCCC2)C1=O	-65.8	-5.0
COc1ccccc1CNc1ccc(N2CCOCC2)c(C(=O)O)c1	6.3	-1.2
Cc1cccc(CSc2nncc(=O)[nH]2)c1	-9.1	-4.5
N#Cc1c(NCCN)nc(-c2ccccc2)c2c1CCCC2	52.2	-7.0
O=S(=O)(/N=C(\Nc1ccc(F)cc1)C(F)(F)F)c1ccccc1	-5.5	1.8
CCOC(=O)CSc1ncnc2c1sc1nc(N3CCOCC3)c3c(c12)CCCC3	3.8	9.6
CCOc1ccccc1-n1nnnc1SCc1nc2ccccc2s1	-113.7	-0.3
COC(=O)c1cccc(Cn2c(Cl)c(/C=N/NC(=O)c3ccccc3Cl)sc2=O)c1	5.6	5.4
Cc1ccc(S(=O)(=O)N2CCN(C(=O)c3cc4c(C)nn(-c5ccccc5C)c4s3)CC2)cc1	1.9	-1.6
Cc1ccc(NC(=O)C2(N(C(=O)Cn3nnnc3N)c3ccc(C)cc3)CCCCC2)cc1	29.8	-3.5
CC1=Nc2ncnn2C(c2ccccc2)/C1=N\O (stereo unspecified)	0.2	1.6
CCCc1nnc(NC(=O)CN2C(=O)c3ccccc3S2(=O)=O)s1	3.1	3.9
CCOC(=O)c1c(N)sc(C(=O)N2CCCCCC2)c1C	-18.6	8.9
CC(C)c1ccc(N(C(=O)c2csnn2)C(C(=O)NC(C)(C)C)c2ccncc2)cc1 (stereo unspecified)	11.4	-1.4
CN1CCN(S(=O)(=O)c2ccc(N3CCN(S(=O)(=O)c4cccs4)CC3)nc2)CC1	8.1	1.6
CCCOc1ccccc1C(=O)N(Cc1cccs1)C1CCS(=O)(=O)C1 (stereo unspecified)	13.6	-3.4
Cc1ccc(S(=O)(=O)NCc2c(-c3ccccc3)c3cc(Cl)ccc3[nH]c2=O)cc1	14.6	-11.9
Cc1cccc(Oc2ncc(-c3ccc(Cl)cc3)cn2)c1C	0.9	1.8
Cc1ccc2cc(C#N)c(N3CCCN(C(=O)C4CCCO4)CC3)nc2c1C (stereo unspecified)	-7.5	1.1

(continued)
SMILES	C2C12 statin	PglD inh
Cc1cc(C)c(NC(=O)C2CSCCS2)c(C)c1 (stereo unspecified)	-4.6	2.9
CC(=O)c1ccc(N2CCN(C(=O)c3ccco3)CC2)c(F)c1	-16.2	0.7
C=CCn1c(N)cc(=O)nc1SCC(=O)Nc1cccc2ccccc12	0.6	2.3
COCCN(C(=O)Cn1nnc2ccccc21)C(C(=O)NC1CCCC1)c1ccc(OC)cc1OC (stereo unspecified)	1.3	7.2
CC(=O)Oc1ccccc1N1C(=O)c2ccc(C(=O)O)cc2C1=O	2.2	-5.9
c1ccc(-c2onc3cc4c(cc23)OCCO4)cc1	1.5	3.1
Cc1cc(NC(=O)CSC2=NCCS2)no1	7.5	3.9
NS(=O)(=O)c1ccc(CCNC(=O)c2cncc(Br)c2)cc1	-2.0	5.3
CC12CC3CC(C)(C1)CC(CN1CCOCC1)(C3)C2	-2.6	-1.0
Cc1cc(C=O)c(C)n1-c1ccc(N2CCCC2)c([N+](=O)[O-])c1	0.6	9.3
C=CCn1c(SCc2ccccc2)nc(O)cc1=O	-5.5	-5.1
CC(NS(=O)(=O)c1cccc(Cl)c1)C(=O)Nc1ccc(-c2nc3ccccc3s2)cc1 (stereo unspecified)	-8.6	7.7
CCOC(=O)C(C)Sc1ncc(OC)c(Sc2ccc(Cl)cc2)n1 (stereo unspecified)	-32.6	0.9
Cn1c(=O)c2c(ncn2CC(=O)Nc2ccc(N3CCOCC3)cc2)n(C)c1=O	-5.9	-4.4
Cc1snc(S(=O)(=O)/C(C#N)=N\Nc2ccccc2)c1C#N	-4.4	8.6
Cc1cccc(C(=O)O/N=C2\CCS(=O)(=O)c3sccc32)c1	4.6	-7.0
COC(=O)CC1C(=O)NCCN1C(=O)Nc1ccccc1 (stereo unspecified)	-5.2	-9.5
O=C(NC12CC3CC(CC(C3)C1)C2)N1CCN(C(=O)C2CCCO2)CC1 (stereo unspecified)	-11.4	4.6
CCCCOC(=O)C1=C(C)Nc2ncnn2C1c1cccc(OC)c1 (stereo unspecified)	1.5	4.4
Cc1cc(OC(C)C)nc(-c2ccccc2O)n1	-2.4	-0.6
COc1ccc(C(C)=O)c2c(O)cccc12	2.4	2.4
COC(=O)CSc1nc2c(c(=O)n(C)c(=O)n2C)n1CCC(C)C	-1.9	5.6
O=C(NC(=S)Nc1ccc(Cc2ccncc2)cc1)c1ccccc1	-18.7	-67.9
COCCN1C=C(C(=O)OC)C(c2cc(Br)c(OC)c(OC)c2)C(C(=O)OC)=C1	18.7	0.6
CN(C)CCNc1ncnc2c1sc1nc(N3CCOCC3)c3c(c12)CC(C)(C)SC3	-28.0	-5.3

More compounds:
SMILES	C2C12 statin	PglD inh
CC(C)OCCCNC(=O)Cn1ncc2c(=O)oc3ccccc3c21	-3.6	-2.1
Cc1ccccc1NCN1C(=O)C2C3C=CC(C3)C2C1=O (stereo unspecified)	0.2	-2.5
CC(=O)Oc1ccc2c(c1)c(C(C)=O)c(C)n2C	-0.6	-0.8
CCCC(=O)c1ccc(N2CCCC2)c(F)c1	-5.6	-1.7
Cc1nn(-c2ccc(F)cc2)c2sc(C(=O)N3CCCCCC3)cc12	-84.3	-5.1
O=c1c(-c2ccnn2-c2cccc(Cl)c2)cnc2n1CCS2	2.1	3.5
COc1ccc2[nH]c(C(=O)O)c(NS(=O)(=O)c3ccc(Cl)s3)c2c1	-3.8	6.0
C=CCOC(=O)C(C#N)c1nc2ccccc2nc1N1CCCC1 (stereo unspecified)	14.8	-8.8
Cn1ccnc1C(O)(c1nnc(-c2ccccc2)o1)C(F)(F)F (stereo unspecified)	-3.3	-8.2
O=C(NC(NC(=S)Nc1cccc(Cl)c1)C(Cl)(Cl)Cl)OCc1ccccc1 (stereo unspecified)	10.0	-2.9
COCCCNCCOCCOc1ccc(C)cc1[N+](=O)[O-]	10.6	-4.4
COc1ccc(CNc2ccc(C)cc2)cc1Br	26.1	-2.7
O=C1C(C=NCCN2CCOCC2)=C(O)c2ccccc21	8.2	0.3
O=C(CCCN1C(=O)c2ccccc2C1=O)N1CCC(c2ccccc2)C1 (stereo unspecified)	0.5	-1.2
COc1ccc(NC(=O)CSc2nc3n[nH]c(C)c3c(=N)n2-c2ccc(Cl)c(C)c2)cc1OC	-37.9	-2.3
Cc1cc(C)n(CC(=O)N/N=C/c2ccco2)n1	-2.5	2.0
CCOc1ccc(Br)cc1/C=N/NC(=O)c1ccncc1	14.3	-2.8
CCCOC(=O)CSC1=C(C#N)C(c2ccccc2OC)C(C#N)C(=O)N1 (stereo unspecified)	-8.2	-4.9
COc1cccc(-c2nnc(SCC(=O)N(C(C)C)C(C)C)o2)c1	-5.8	-0.9
O=C(NCc1ccc(Cl)cc1)c1cnccn1	0.5	0.1
Cc1ccc(-c2csc(NC(=O)Cc3cccs3)n2)cc1C	-5.2	5.4
O=C(NC1CCCCC1)c1ccc(CS(=O)(=O)Cc2ccccc2F)o1	4.0	2.3
CCc1ccc(-n2nc3ccc(NC(=O)c4ccc5c(c4)OCO5)cc3n2)cc1	-22.5	5.6
Cc1ccc(/C=N/N2C(=O)C3C(C2=O)C2C=CC3C23CC3)o1 (stereo unspecified)	-2.8	1.5
O=c1c(Cl)c(NCCCO)cnn1-c1nc2ccccc2[nH]1	-3.5	3.8

A second format for part of the listing above:
Values run as follows: C2C12 statin	PglD inh
Cc1snc(S(=O)(=O)/C(C#N)=N\Nc2ccccc2)c1C#N
→ -4.4	8.6
Cc1cccc(C(=O)O/N=C2\CCS(=O)(=O)c3sccc32)c1
→ 4.6	-7.0

Later entries:
SMILES	C2C12 statin	PglD inh
Cc1nn(-c2ccccc2)c2c1c(C)c(CCC(=O)N1CCOCC1)c(=O)n2C	-29.6	6.4
CC1(C)Oc2ccc(C(=O)NC3CC3)cc2N(CC(=O)N2CCOCC2)C1=O	7.1	5.1
CCn1c(=O)cc(OCC(=O)O)c2ccccc21	-8.6	0.7
CCC(CC)c1nnc(NC(=O)CCN2C(=O)c3ccccc3C2=O)s1	6.7	-4.4
CCOC(=O)c1[nH]c(C)c(C(=O)Nc2cc(OC)ccc2OC)c1C	-79.0	3.6
Cn1c(N/N=C\c2cccc(O)c2)cc(=O)n(C)c1=O	-6.7	9.0
C=CCn1c(Cc2cccs2)nnc1SCC(=O)Nc1cccc(OC)c1	0.9	7.8
OC(CN(c1ccccc1)c1ccccc1)Cn1cnc2ccccc21 (stereo unspecified)	24.3	0.2
COc1ccc(NC(=O)C(F)(F)F)cc1OC	24.4	-4.9
COC(=O)C(NC(=O)c1ccccc1)=C1C=C(C)OC(C)=C1	-2.8	1.7
CCOC(=O)c1sc(NC(=O)CSc2nc(C)cc(C)n2)c(C#N)c1C	-1.7	10.1
Cc1cc2nnc(SCc3ccccc3)n2c(N)n1	-56.9	-1.0
COc1cccc2c1C(=O)c1c(O)c3c(c(O)c1C2=O)C[C@@](O)(C(=O)CO)C[C@@H]3O[C@H]1C[C@H](N)[C@@H](O)[C@H](C)O1	-178.3	-0.6
CC(C)NC(=O)c1ccc(COCC(F)(F)C(F)F)cc1	-7.6	-171.8

Laid out differently: results already given.
CCC(CC)c1nnc(NC(=O)CCN2C(=O)c3ccccc3C2=O)s1
  C2C12 statin: 6.7	PglD inh: -4.4
CCOC(=O)c1[nH]c(C)c(C(=O)Nc2cc(OC)ccc2OC)c1C
  C2C12 statin: -79.0	PglD inh: 3.6
Cn1c(N/N=C\c2cccc(O)c2)cc(=O)n(C)c1=O
  C2C12 statin: -6.7	PglD inh: 9.0
C=CCn1c(Cc2cccs2)nnc1SCC(=O)Nc1cccc(OC)c1
  C2C12 statin: 0.9	PglD inh: 7.8
